m5-HT2A agonist = mouse Htr2a agonists via beta-arrestin recruitment, primary screen, cell-based, luminescence. CHO-K1 mHTR2A beta-arrestin complementation; percent of 30 µM serotonin response. activation, % at 7.6 µM. hit rate 0.66% among 360,000. AID 624169, 2012;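 active = activation above a run cutoff, the mean activation of all tested compounds plus 3 SD, cut at about 14% in these data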;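 also: 0% = plate median of compound wells and 100% = 30 µM serotonin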
Target sequence (P35363 whole entry, looked up): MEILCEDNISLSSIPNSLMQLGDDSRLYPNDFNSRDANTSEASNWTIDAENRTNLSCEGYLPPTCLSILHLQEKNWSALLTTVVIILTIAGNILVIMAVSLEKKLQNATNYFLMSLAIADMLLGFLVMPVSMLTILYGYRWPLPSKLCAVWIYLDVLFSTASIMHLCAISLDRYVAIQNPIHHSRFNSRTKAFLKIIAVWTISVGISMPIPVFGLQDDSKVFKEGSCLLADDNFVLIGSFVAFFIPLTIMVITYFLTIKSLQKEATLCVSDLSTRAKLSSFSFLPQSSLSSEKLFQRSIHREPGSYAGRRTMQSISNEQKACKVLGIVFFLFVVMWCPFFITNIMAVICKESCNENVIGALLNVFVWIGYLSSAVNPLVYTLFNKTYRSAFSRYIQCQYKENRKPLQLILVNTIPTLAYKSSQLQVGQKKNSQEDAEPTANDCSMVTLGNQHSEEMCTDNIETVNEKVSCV
PDI inh = inhibitors of human PDI, primary screen, biochemical, turbidity, single point, plate reader; Protein disulfide-isomerase (Homo sapiens), P07237; PDI insulin aggregation turbidity, A650, 90 min; inhibition, % at 10 µM; hit rate 0.052% among 350,000;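 active = mean inhibition across replicates of 30% or more, whatever share of single replicates reach that level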;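 also: absorbance from insulin aggregation driven by PDI reduction with DTT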
Target sequence (P07237 whole entry, looked up): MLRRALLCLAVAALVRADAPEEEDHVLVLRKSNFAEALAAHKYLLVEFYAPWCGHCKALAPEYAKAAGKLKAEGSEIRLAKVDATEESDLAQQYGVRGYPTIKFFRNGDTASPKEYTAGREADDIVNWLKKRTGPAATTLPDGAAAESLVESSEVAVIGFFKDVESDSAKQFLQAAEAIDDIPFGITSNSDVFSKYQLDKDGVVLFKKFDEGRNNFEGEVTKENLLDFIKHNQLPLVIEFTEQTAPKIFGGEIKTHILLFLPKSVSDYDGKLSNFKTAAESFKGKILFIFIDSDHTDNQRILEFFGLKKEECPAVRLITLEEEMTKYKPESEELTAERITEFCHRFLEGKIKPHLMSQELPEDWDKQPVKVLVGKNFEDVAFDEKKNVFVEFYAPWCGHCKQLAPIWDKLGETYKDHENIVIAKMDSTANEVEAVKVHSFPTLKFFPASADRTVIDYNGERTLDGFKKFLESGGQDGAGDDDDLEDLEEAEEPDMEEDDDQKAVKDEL
Exocytosis inh = LAMP-1 surface exposure blockers, TALL-104 cells – cell-based, flow cytometry, MLPCN library, primary screen; inhibition, % at 10 µM; TALL-104 LAMP-1 surface exposure; cells stimulated with thapsigargin and PMA; AID 651702, 2012; hit rate 0.66% among 360,000;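 active = inhibition above about 55%, limit read from the data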
Glyco luc inh = increase of ERlucT glycosylation luciferase signal, primary screen, N-linked glycosylation inhibitor project, D54 ERlucT cells, luminescence, set 2 | AID 588692, 2011 | hit rate 0.23% among 360,000 | D54 ERlucT glycosylation luciferase reporter, 24 h; percent of 100 nM tunicamycin response | reporter increase, % at 12.5 µM;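 active = mean luciferase reporter signal, scaled so untreated is 0 and the glycosylation-blocking control 100, at or above a set limit in every replicate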;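 also: luciferase carries N-glycosylation sites so blocking glycosylation raises the light; 0% = median of neutral control wells and 100% = median of 100 nM tunicamycin wells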
CaV13 ICDI inh = Primary screen for inhibitors of IQ motif and Ca2+-dependent inactivation inhibitor domain binding in CACNA1D, Förster resonance energy transfer in living cells, …; HEK cells, CFP/YFP FRET ICDI-IQ, plate reader, 10 min; percent FRET-ratio fall versus neutral wells; inhibition, % at 12.3 µM; hit rate 0.098% among 340,000; AID 743397;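 active = mean replicate inhibition of at least 30% and at least 1% of replicates passing that level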;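 also: 0% = median of the neutral control wells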
Vif inh = HIV Vif self-association inhibitors, primary screen, imaging, HEK293T, single point. HEK293T cells, Vif self-association by quenched fluorescence, 24 h. inhibition, % at 7.49 µM. hit rate 0.35% among 340,000; in the data active = inhibition above about 50%, passing the limit was not always enough; also: some results filed as inactive read as strong as hits
hiPSC survival = enhancers of single-cell hiPSC survival, primary screen, ATPlite luminescence; hit rate 0.044% among 360,000; survival enhancement, % at 20 µM; 100% = ROCK inhibitor wells, 0% = DMSO; in the data active = survival enhancement above about 18%;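 also: cells exposed to compounds for 16 hours before the ATP read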
H9c2 protect = cardioprotection against H2O2-induced cell death, primary screen, uHTS, H9c2 cells, ATPLite luminescence; H9c2 cardiomyocytes, H2O2 injury protection, 2 h; protection from H2O2 cell death, % at 20 µM; hit rate 0.63% among 360,000;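 active = compounds giving at least 50% protection of heart cells from peroxide-induced death in the single-dose screen, raw or plate-pattern-corrected value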;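 also: 0% = DMSO wells with peroxide and 100% = DMSO wells without peroxide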
ABCB6 inh MLPCN = ABCB6 transporter inhibitors, primary screen, K562-ABCB6 cells, flow cytometry, MLPCN library | fluorescence ratio to DMSO, % at 10 µM | ATP-binding cassette sub-family B member 6 (Homo sapiens), Q9NP58 | hit rate 0.19% among 360,000 | K562-ABCB6 porphyrin accumulation, 1 h; stronger effect = lower value;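 active = fluorescence ratio to DMSO below 75%, the collection mean minus 3 SD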;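 also: signal is porphyrin accumulated inside mitochondria; 100% equals median channel fluorescence of DMSO control wells; lower ratio means ABCB6 inhibition with less porphyrin fluorescence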
aDG glyco up = activators of alpha-DG glycosylation, primary screen, uHTS, Pro5-aDG cells, AlphaScreen | hit rate 0.22% among 360,000 | activation, % at 10 µM | alpha-DG glycosylation AlphaScreen (IIH6); 0% Pro5, 100% B10-LARGE cell signal;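 active = activation of at least 8% versus controls, or a plate z-score of at least 8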;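 also: Pro5 are CHO cells carrying HIG-tagged alpha-DG that lacks glycosylation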
* marks the source's active call; other numbers are inactive results; x = not tested or not shown.

Order of values: CaV13 ICDI inh | PDI inh | Glyco luc inh | aDG glyco up | ABCB6 inh MLPCN | m5-HT2A agonist | H9c2 protect | Vif inh | hiPSC survival | Exocytosis inh
1	CCOC(=O)C1(C)CCN1C(=O)c1ccc(OC)c(F)c1 (centres undefined)
    -6 | 2 | 1 | 0.1 | 97 | -1 | -4 | -6 | -2.2 | -4
2	N#Cc1nc(Cc2cccc3ccccc23)oc1NCCCn1ccnc1
    -6 | -5 | 5 | -0.1 | 102 | 3 | 15 | -5 | -0.4 | 3
3	O=C(c1ccccc1)N(c1ccccc1)c1ccccc1O
    -6 | 2 | 2 | -0.3 | 96 | 10 | 0 | -7 | -0.6 | -2
4	CCN(CC)CCCNC(=O)CNC(=O)c1nn(-c2ccc(OC)c(OC)c2)c(=O)c2ccccc12
    -4 | 2 | 0 | 0.1 | 99 | 2 | 8 | 0 | -0.7 | 2
5	Cc1c(Br)c([N+](=O)[O-])nn1CCCC(=O)N1CCN(c2ccccc2)CC1
    -2 | 6 | -1 | 0.1 | 102 | -3 | 10 | 1 | 1.2 | -1
6	O=C(/C=C/c1ccc(OC2CSC2)cc1)c1ccc(Cl)cc1
    -7 | -4 | 15 | 0.0 | 97 | 0 | 2 | 3 | -2.1 | 6
7	CC1C(=O)N(Cc2cn(CCC3OCCO3)nn2)CCS(=O)(=O)N1Cc1ccc(-c2ccc(Cl)c(Cl)c2)cc1 (centres undefined)
    -8 | 7 | -2 | 0.4 | 98 | -2 | -10 | -3 | -0.5 | 16
8	Cc1c(Cl)cccc1NS(=O)(=O)c1ccc2c(c1)C1C=CCC1C(c1ccc(C(=O)O)cc1)N2 (centres undefined)
    x | 6 | 0 | -0.2 | 96 | -1 | 1 | 24 | -2.3 | 1
9	COc1cccc(-c2cnc3c(NC(C)=O)cc(-c4ccc(C(=O)NC5CC5)cc4)cn23)c1
    -12 | 6 | -4 | 0.4 | 98 | 0 | 32 | 0 | -0.8 | 8
10	CC(C)c1ccc(NC(=O)CC2Oc3ccccc3NC2=O)cc1 (centres undefined)
    -7 | -2 | 1 | 0.4 | 96 | 3 | -7 | 0 | -0.1 | -13
11	CCNc1nc(NCC)n2c(SCc3nc4ccccc4c(=O)[nH]3)nnc2n1
    -3 | 5 | 4 | 0.1 | 98 | 0 | 9 | 2 | -0.2 | 12
12	O=C(NCCc1ccccc1F)C1C(=O)Nc2ccccc2C(=O)N1C1CCCCC1 (centres undefined)
    -15 | x | x | -0.3 | x | -1 | x | x | x | -13
13	NC(=O)c1cc[n+](CC(=O)NC(=O)Nc2ccccc2)cc1
    -11 | -2 | 1 | 0.1 | 97 | 6 | 2 | -6 | 0.0 | -6
14	COc1ccc(CN2CCN(C(=O)CCC(=O)Nc3nnc(CC(C)C)s3)CC2)cc1F
    -15 | 6 | -2 | 0.1 | 95 | 1 | -4 | -12 | -0.2 | -6
15	Cc1ccc(CNC(=O)C(=O)NCC(c2ccco2)N2CCOCC2)cc1 (centres undefined)
    -1 | 1 | 0 | 0.1 | 99 | 2 | 2 | 10 | -0.3 | 0

Next part; it opens with the 5 that closed the last part.
Order of values: CaV13 ICDI inh | PDI inh | Glyco luc inh | aDG glyco up | ABCB6 inh MLPCN | m5-HT2A agonist | H9c2 protect | Vif inh | hiPSC survival | Exocytosis inh
11	CCNc1nc(NCC)n2c(SCc3nc4ccccc4c(=O)[nH]3)nnc2n1
    -3 | 5 | 4 | 0.1 | 98 | 0 | 9 | 2 | -0.2 | 12
12	O=C(NCCc1ccccc1F)C1C(=O)Nc2ccccc2C(=O)N1C1CCCCC1 (centres undefined)
    -15 | x | x | -0.3 | x | -1 | x | x | x | -13
13	NC(=O)c1cc[n+](CC(=O)NC(=O)Nc2ccccc2)cc1
    -11 | -2 | 1 | 0.1 | 97 | 6 | 2 | -6 | 0.0 | -6
14	COc1ccc(CN2CCN(C(=O)CCC(=O)Nc3nnc(CC(C)C)s3)CC2)cc1F
    -15 | 6 | -2 | 0.1 | 95 | 1 | -4 | -12 | -0.2 | -6
15	Cc1ccc(CNC(=O)C(=O)NCC(c2ccco2)N2CCOCC2)cc1 (centres undefined)
    -1 | 1 | 0 | 0.1 | 99 | 2 | 2 | 10 | -0.3 | 0
16	CC1CCCCN1C(=O)c1ccc(Br)o1 (centres undefined)
    -6 | -5 | 0 | -0.1 | 93 | 2 | 5 | -4 | 0.2 | 0
17	CCOc1ccc2nc(SCC(=O)NCC3CCCO3)c(C#N)cc2c1 (centres undefined)
    -6 | 16 | 10 | -0.1 | 100 | 2 | 3 | -9 | 2.6 | -4
18	CC(C)(C)CC(=O)Nc1ccc(-c2cn3cccnc3n2)cc1
    -17 | 0 | -3 | 0.1 | 97 | -7 | -14 | -7 | -0.8 | -16
19	COc1cc(NS(=O)(=O)c2ccc(-c3ccc(=O)[nH]n3)o2)cc(OC)c1OC
    -4 | -9 | 4 | -0.2 | 101 | 5 | -4 | -4 | -0.5 | -1
20	CCCN1CCN(S(=O)(=O)c2ccc(OC)c(Br)c2)CC1
    0 | -7 | 1 | -0.2 | 101 | 6 | -5 | -2 | -1.7 | 1
21	O=C(O)COc1ccccc1/C=N/NC(=O)CN1CCN(S(=O)(=O)c2ccc(Br)cc2)CC1
    4 | -3 | 0 | 0.0 | 100 | -2 | 6 | -5 | -0.4 | 4
22	COC(=O)c1ccc(C(=O)OC)c(NC(=O)CCc2ccc(C)o2)c1
    x | -8 | 0 | 0.1 | 101 | 1 | 18 | x | 0.0 | 17
23	On1cnnc1-c1ccccc1
    -3 | -3 | 1 | 0.1 | 103 | 1 | 1 | -8 | 2.3 | -2
24	CCOc1ccc(NC(=O)CCCN2C(=O)C(c3ccccc3)Oc3cccnc32)cc1 (centres undefined)
    -15 | 2 | -3 | 0.1 | 97 | -4 | 2 | -6 | -0.2 | -2
25	CCC(C(=O)Nc1nnc(-c2ccco2)s1)c1ccccc1 (centres undefined)
    x | 18 | 4 | -0.2 | 96 | 3 | -14 | 3 | 1.7 | 2
26	O=C(CSc1nccc2ccccc12)N1CCN(Cc2ccc3c(c2)OCO3)CC1
    6 | 12 | -2 | 0.2 | 98 | -2 | -1 | 5 | -0.5 | 6
27	CC(=O)N1CCN(S(=O)(=O)c2cccc(C(=O)NCCc3ccc(Cl)cc3)c2)CC1
    -14 | 8 | 2 | -0.3 | 100 | -1 | -1 | 0 | -0.2 | 7
28	O=C(O)/C=C/C(=O)Nc1ccccc1C(=O)OCC(=O)c1ccc2c(c1)OCCO2
    0 | -2 | -2 | 0.1 | 102 | 1 | -28 | -11 | -0.9 | -2
29	O=C(Cc1cccs1)Nc1cccc(C(=O)Nc2ccc(C(=O)O)cc2)c1
    -4 | -8 | 2 | 0.0 | 100 | 0 | 4 | 2 | -0.7 | 2
30	CCOC(=O)[C@@H]1[C@H]2COc3ccccc3[C@H]2N2C(=O)N(c3ccc(Cl)cc3)C(=O)[C@@]12C
    x | 3 | -3 | 0.0 | 98 | 2 | -3 | -1 | -2.1 | 1
31	COc1ccc(-c2nc(N)n(S(=O)(=O)c3ccc(C)cc3)n2)cc1
    -6 | 0 | -1 | 0.6 | 91 | 2 | -16 | -3 | 2.8 | 3
32	O=C(CCC1N=C2c3ccccc3N=C(SCc3ccc(Cl)cc3)N2C1=O)NCc1ccco1 (centres undefined)
    x | -7 | -1 | 0.2 | 98 | 7 | 7 | -14 | -1.1 | 21
33	CC(C)CNC(=S)NNC(=O)c1ccco1
    -4 | 4 | 2 | -0.3 | 102 | 0 | -6 | 4 | 1.8 | 1
34	COC(=O)C1=C(C)N(CCCC(=O)O)C(=O)NC1c1ccc(-c2ccccc2)cc1 (centres undefined)
    -8 | -1 | 2 | -0.2 | 97 | -3 | -3 | -4 | -1.5 | -10
35	O=C1CN(C(=O)COC(=O)CCCOc2ccccc2)c2ccccc2N1
    -2 | 2 | 1 | 0.1 | 97 | 9 | 2 | 7 | 0.0 | -2
36	O=C(NC1CCC(O)CC1)c1ccc2c(c1)S(=O)(=O)N=C1CCCCCN12 (centres undefined)
    -2 | 2 | 2 | 0.1 | 97 | -7 | -1 | -1 | -0.1 | 7
37	O=C(CSc1nccn(-c2ccc(F)c(Cl)c2)c1=O)NC1CCCC1
    -6 | 9 | 3 | -0.2 | 89 | -6 | -6 | -1 | 0.2 | 0
38	COc1ccc(CC(=O)NNC(=O)COc2ccc(C)cc2)cc1S(=O)(=O)N1CCOCC1
    -6 | 3 | 1 | -0.1 | 104 | 9 | -2 | -4 | -0.5 | 2
39	CCOc1ccc(NC(=O)NC2CC(=O)N(c3ccc(OC)cc3)C2)cc1 (centres undefined)
    -7 | 12 | -1 | 0.0 | 97 | 0 | 2 | 4 | 0.6 | -1
40	COc1ccc(CNC(=O)Cn2cnc3c(NCc4ccccc4)ncnc32)cc1
    -4 | -1 | 12 | 0.0 | 99 | 2 | 11 | x | 2.1 | 9
41	CC(O)CNCCCOc1cccc(Oc2ccccc2)c1 (centres undefined)
    -6 | -5 | -4 | 0.6 | 90 | -3 | 8 | -8 | -0.8 | 3
42	Nc1ncnc2c1ncn2[C@@H]1O[C@H](CNC(=O)[C@H](N)Cc2cscn2)[C@@H](O)[C@H]1O
    -7 | 3 | -1 | 0.0 | 96 | 2 | -5 | -10 | 2.3 | 0
43	CC(=O)Nc1ccc(OCC(O)CN2CCN(c3ccccc3Cl)CC2)cc1 (centres undefined)
    -5 | -2 | 1 | 0.2 | 109 | 2 | 3 | x | 2.9 | -2
44	COC(=O)c1cc(NC(=O)COC(=O)C2COc3ccccc3O2)cc(C(=O)OC)c1 (centres undefined)
    -5 | -3 | 4 | -0.1 | 100 | -4 | 4 | 0 | 1.1 | 11
45	COc1ccccc1N1C(=O)c2ccccc2NC1C(OC)OC (centres undefined)
    -3 | 7 | 2 | -0.2 | 91 | 2 | 1 | -11 | 3.6 | 2
46	COc1ccc2cc(C(=O)N3CCOCC3)sc(=O)c2c1OC
    0 | 11 | 0 | -0.1 | 91 | -2 | 10 | 6 | -2.7 | 0
47	COC(=O)c1ccc(C(=O)NC2CCCN(Cc3ccc(Cl)cc3)C2)nc1 (centres undefined)
    -21 | -6 | 0 | 0.1 | 102 | -3 | 6 | -1 | -0.5 | -2
48	COc1ccc(OC)c(CN(CCN2CCOCC2)S(=O)(=O)c2ccc(NC(C)=O)cc2)c1
    12 | 1 | 2 | 0.0 | 91 | 2 | 9 | 0 | 0.0 | 2
49	Clc1ccccc1-c1ncnc2ccc(Br)cc12
    -4 | -8 | 0 | 0.8 | 98 | -3 | -4 | -8 | -0.9 | -4
50	CCCCC(=O)NNC(=S)NCc1ccccc1
    -6 | 2 | 0 | 0.0 | 104 | -4 | 3 | 7 | -1.3 | 0

Screening results deposited in PubChem BioAssay by several laboratories.
